# USP2a block = qHTS Assay for Inhibitors of Ubiquitin-specific Protease USP2a Using CHOP2 as the Reporter | actives 0.01% (n = 330,000) | Potency, µM (top dose mostly 38.3 µM), without a hit: at the top dose activity change, negative = inhibition, usual class: inhibitors | USP2 core, Ub-CHOP2 coupled fluorogenic reporter, 485/531 | Ubiquitin carboxyl-terminal hydrolase 2 (Homo sapiens), O75604;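 also: potency is read from the fitted curve at half-maximal effect; plate controls were DMSO wells for no effect and full inhibition by NEM control for full effect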
# Target sequence (O75604 whole entry, looked up): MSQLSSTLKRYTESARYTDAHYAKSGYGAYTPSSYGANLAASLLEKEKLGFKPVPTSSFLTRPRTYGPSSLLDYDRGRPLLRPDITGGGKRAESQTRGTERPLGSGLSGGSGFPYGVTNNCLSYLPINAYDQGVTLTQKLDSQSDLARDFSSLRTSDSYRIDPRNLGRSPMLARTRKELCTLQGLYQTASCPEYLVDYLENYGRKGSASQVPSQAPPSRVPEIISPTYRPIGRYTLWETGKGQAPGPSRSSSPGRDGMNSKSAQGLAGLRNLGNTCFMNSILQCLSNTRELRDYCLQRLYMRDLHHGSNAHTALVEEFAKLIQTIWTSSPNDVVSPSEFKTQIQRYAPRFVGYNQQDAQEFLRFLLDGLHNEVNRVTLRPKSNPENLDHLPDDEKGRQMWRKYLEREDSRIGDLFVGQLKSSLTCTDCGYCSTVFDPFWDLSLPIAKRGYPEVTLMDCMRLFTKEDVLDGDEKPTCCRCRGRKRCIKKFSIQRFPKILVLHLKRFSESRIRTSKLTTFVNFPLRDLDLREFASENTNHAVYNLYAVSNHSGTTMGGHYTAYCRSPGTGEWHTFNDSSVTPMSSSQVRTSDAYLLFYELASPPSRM
#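 Cell-free coupled assay: 10nM USP2 core preincubated 30min RT with compound in Tris-HCl pH 8.0/CaCl2/CHAPS buffer, then 25nM Ub-CHOP2 and 25nM reporter substrate; fluorescence (Ex 485/Em 531) read after 60min RT, normalized to NEM inhibition, concentration-response curves fitted.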
# Mito fusion act = qHTS Assay for Small Molecule Inhibitors of Mitochondrial Division or Activators of Mitochondrial Fusion; actives 0.23% (n = 320,000); AID 485298, 2010; Potency, µM (titrated, usually from 46.1 µM), for the others: at the highest dose growth rescue (activation), most hits filed as activators; S. cerevisiae fusion-defective mutant growth rescue, CellTiterGlo 48 h;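 also: potency is read from the fitted curve at half-maximal effect; % of control where 0% means no effect; nearly all actives have a fitted effect of over 45% in size; temperature-sensitive fusion mutants such as fzo1-1 at 37 °C on non-fermentable ethanol glycerol medium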
#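 Compounds are tested for their ability to restore growth of mitochondrial fusion-defective yeast strains at non-permissive 37C in YPEG medium over 48 hours. Viability is quantified by luciferase luminescence.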
# BCR signal inh = qHTS Assay to Find Inhibitors of Chronic Active B-Cell Receptor Signaling; Potency, µM (highest dose often 46.1 µM), for the others: at the top dose ratio change, negative = lower green/red ratio, hits mostly inhibitors; ABC-DLBCL IkBa-CBG/CBR reporter, luminescence ratio, 4 h; actives 0.05% (n = 340,000); active = well fitted inhibition curve with a large enough effect in the signal ratio, with a control signal flat, not every such curve was filed as active; inconclusive = small, poorly fitted or top-dose-only effect, or effect the other way, or a change in a side signal; the % refers to the signal ratio;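 also: potency is read from the fitted curve at half-maximal effect; plate controls were basal doxycycline-induced cells for no effect and cells given 10 µM MG132 for full effect; MG132 reads +100%, hits lower the ratio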
#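 TMD8 ABC-DLBCL cells carrying doxycycline-inducible green luciferase fused to IkappaBalpha plus unfused red luciferase were exposed to compounds (up to 46 uM) for 4 hrs at 37C. Activity came from the overlap-corrected green/red luminescence ratio.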
# B2AR arrestin = qHTS assay of beta-arrestin-biased ligands of beta2-adrenergic receptor; beta-arrestin recruitment to beta2AR, cell-based reporter; Potency, µM (highest dose often 46.1 µM), without a hit: top-dose activation, actives largely listed as activators; actives 0.02% (n = 330,000); AID 492947, 2010;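 also: potency is read from the fitted curve at half-maximal effect; 0% = DMSO controls and full agonism = EC100 isoproterenol or metaproterenol; nearly all actives have a fitted effect of over 65% in size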
# Target sequence (P07550 whole entry, looked up): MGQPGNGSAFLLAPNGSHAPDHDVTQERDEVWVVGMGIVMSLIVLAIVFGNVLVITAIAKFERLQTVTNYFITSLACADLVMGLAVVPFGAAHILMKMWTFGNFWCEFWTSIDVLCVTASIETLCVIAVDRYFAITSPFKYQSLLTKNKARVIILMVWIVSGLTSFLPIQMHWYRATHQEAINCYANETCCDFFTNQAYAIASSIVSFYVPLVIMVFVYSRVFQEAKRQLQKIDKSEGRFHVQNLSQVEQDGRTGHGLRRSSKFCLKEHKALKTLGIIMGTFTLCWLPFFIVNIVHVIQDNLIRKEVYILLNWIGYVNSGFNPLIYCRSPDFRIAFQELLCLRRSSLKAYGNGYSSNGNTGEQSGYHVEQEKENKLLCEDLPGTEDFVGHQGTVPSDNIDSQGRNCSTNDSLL
# TSHR antagonist = Antagonists of the Thyroid Stimulating Hormone Receptor: HTS campaign. Thyrotropin receptor (Homo sapiens), P16473. TSHR-expressing cells, TSH-stimulated cAMP HTRF, 2 h; active compounds read low. activity change, negative = inhibition, % at 11.5 µM. actives 0.2% (n = 330,000);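 active = activity change below a set negative limit, meaning inhibition stronger than a set level, cut at about -70% in these data; inconclusive = activity change between two set negative limits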; also: % is scaled to controls: 0 for no effect and ±100 for the full control effect
#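 TSHR-expressing cells, 200/well, pre-treated with compound, then stimulated with EC80 TSH (4nM final) for 2 hours at 37 deg C. cAMP measured by competitive HTRF: anti-cAMP cryptate antibody in lysis buffer plus cAMP-d2, read after 30 minutes at room temperature.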
# Eya2 phos inh = qHTS Assay for Inhibitors of the Phosphatase Activity of Eya2; Protein phosphatase EYA2 (Homo sapiens), O00167; recombinant Eya2, OMFP fluorescence dephosphorylation (OMFP is methylfluorescein phosphate); Potency, µM (series often up to 76.9 µM), for the others: at the top dose activity, negative = inhibition, usual class: inhibitors; actives 0.006% (n = 330,000); AID 488837, 2010; also: potency is read from the fitted curve at half-maximal effect; % is scaled to controls: 0 for no effect and ±100 for the full control effect
#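 Eya2 protein (added as 0.2 uM solution) was preincubated with compound for 10 min at ambient temperature in 50 mM HEPES pH 7.5, 50 mM NaCl, 5 uM MgCl2, 0.05% BSA, 1 mM DTT. OMFP (added at 50 uM) then reacted 10 min; fluorescence read at 485/525 nm.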
# uPA surface inh = qHTS for Inhibitors of Cell Surface uPA Generation | actives 0.31% (n = 330,000) | cell surface uPA generation assay, qHTS | Potency, µM (titrated, usually from 38.3 µM), without a hit: at the highest dose activity change, negative = inhibition, most hits filed as inhibitors; active = well fitted inhibition curve with a large enough effect; inconclusive = small, poorly fitted or top-dose-only effect; inactive = no such curve, though single readings can be large or run the other way; tested in mouse RAW 264.7 cells; also: potency is read from the fitted curve at half-maximal effect; % is scaled to controls: 0 for no effect and ±100 for the full control effect; nearly all actives have a fitted effect of over 55% in size
# ELG1 repair inh = qHTS screen for small molecules that inhibit ELG1-dependent DNA repair in human embryonic kidney (HEK293T) cells expressing luciferase-tagged ELG1; HEK293T ELG1-luciferase reporter, luminescence, 16 h; DNA damage induced by 5-fluorouridine; Potency, µM (series often up to 46.1 µM), inactives show at the top dose activity change, negative = inhibition, most hits filed as inhibitors; actives 2.3% (n = 330,000); AID 504467, 2011; also: potency is read from the fitted curve at half-maximal effect; % is scaled to controls: 0 for no effect and ±100 for the full control effect; nearly all actives have a fitted effect of over 55% in size
#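 In this reporter screen, reduction of luminescence relative to DMSO vehicle indicated activity. Compounds and 5-fluorouridine were added together to 2,000 cells per well, incubated for 16 hr at 37 °C, then developed with ONE-Glo.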
# TSG101-PTAP inh = qHTS Assay for Iinhibitors of HIV-1 Budding by Blocking the Interaction of PTAP/TSG101 | Fluorescence polarization, FITC-PTAP peptide / Tsg101 binding | Potency, µM (titrated, usually from 115 µM), inactives show top-dose activity change, negative = inhibition, usual class: inhibitors | Tumor susceptibility gene 101 protein (Homo sapiens), Q99816 | 340,000 tested, under 10 active; active = well fitted inhibition curve with a large enough effect in the main read-out, with a control signal flat, not every such curve was filed as active; inconclusive = small, poorly fitted or top-dose-only effect, or effect the other way, or a change in a side signal; inactive = no such curve, though single readings can be large or run the other way; also: potency is read from the fitted curve at half-maximal effect; % of control where 0% means no effect
#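 Compounds were pin-transferred onto Tsg101 binding domain (10 uM final) in HEPES pH 7.5 buffer, then FITC-PTAP peptide was added at 50 nM final. After 20 min at RT, polarization reported peptide displacement across a qHTS concentration series.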
# Tb PFK block = qHTS Assay to Find Inhibitors of T. brucei phosphofructokinase | Potency, µM (titrated, usually from 57.5 µM), without a hit: at the top dose activity, negative = inhibition, hits mostly inhibitors | T. brucei PFK, ADP-Glo luminescence | actives 0.17% (n = 330,000) | AID 485367, 2010 | ATP-dependent 6-phosphofructokinase (Trypanosoma brucei brucei), O15648;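 also: potency is read from the fitted curve at half-maximal effect; 0% = uninhibited 1x PFK enzyme wells and -100% = no-enzyme wells; nearly all actives have a fitted effect of over 60% in size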
#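 In TEA buffer at pH 8.0 with 5 mM MgCl2, enzyme (1.25 nM) converted F6P (0.5 mM) and ATP (0.1 mM) for 45 min at room temperature. ADP product was read by luciferase luminescence.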
# TCR act = Activators of T cell receptors: qHTS campaign. primary human leukocytes, anti-CD3, IL-2 HTRF, 48 h. Potency, µM (highest dose often 9.22 µM), for inactives: at the highest dose activation of IL-2 secretion, most hits filed as activators. 330,000 tested, under 10 active; also: % of control where 0% means no effect
#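 1) Mix primary human leukocytes, a-CD3 beads and compound. 2) Incubate 48 hr. 3) Add HTRF IL-2 reagents (a-IL-2-K, a-IL-2-d2).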
# An asterisk follows results filed as active; ? = inconclusive; · = not tested or not shown; [ ] = remark or other dose. Unless noted, calls follow the shape of the dose curve; as a rule, active = well fitted curve in the direction sought with a large enough effect; inconclusive = small, poorly fitted or top-dose-only effect, or another doubt; inactive = no such curve, though single readings can be large; an effect the other way counts as inactive or inconclusive.
SMILES,USP2a block,Mito fusion act,BCR signal inh,B2AR arrestin,TSHR antagonist,Eya2 phos inh,uPA surface inh,ELG1 repair inh,TSG101-PTAP inh,Tb PFK block,TCR act
COc1ccc(-c2cc(C(=O)Nc3cc(OC)cc(C(=O)Nc4cccc(C(F)(F)F)c4)c3)[nH]n2)cc1,0%,-10%,-1%,0.0%,-5,7%,-22%,-4%,·,-8%,5%
O=C(CC(=O)Nc1ccccc1F)Nc1ccccc1F,6%,10%,?,0.1%,-6,-7%,0%,1%,-12%,-7%,1%
CCN(CC)C(=O)Nc1ccc(Br)cc1,0%,1%,?,-0.1%,-17,-8%,-8%,-6%,-1%,4%,3%
Cc1nc(SCC(=O)c2ccc(F)c(F)c2)[nH]c(=O)c1Oc1ccc(Cl)cc1,0%,-1%,6%,0.1%,-9,4%,1%,2%,-3%,-1%,-2%
O=C(CNc1ccc2c(c1)OCO2)N/N=C\c1cn(Cc2ccccc2)c2ccccc12,-1%,0%,-1%,-0.9%,3,4%,2%,?,-1%,1%,2%[46.1 µM]
O=[N+]([O-])c1ccc(Cl)c(S(=O)(=O)NC2=NCCC2)c1,2%,-5%,3%,2.9%,10,19%,2%,?,-11%,-9%,-5%
CCOc1cc2[nH]c(=S)n(CCOC)c(=O)c2cc1OCC,0%,2%,?,-0.4%,-2,12%,4%,3%,0%,-5%,-4%
CC(C)NC(=O)NS(=O)(=O)c1cnccc1NC1CC2CCC1C2 (configuration not stated),-1%,2%,11%,-0.6%,2,-10%,4%,-3%,-8%,-4%,-5%[46.1 µM]
COCCN(C(=S)Nc1c(C)cc(C)cc1C)C(C)c1cccnc1 (configuration not stated),2%,-1%,1%,-0.4%,8,1%,3%,16%,1%,?,-3%
COc1ccc(CNCC(O)(c2ccccc2)c2ccccc2)cc1OC,0%,-1%,?,-0.1%,11,7%,-9%,23µM*,-2%,-5%,-8%
Brc1ccc2nc(N3CCN(c4ccccc4)CC3)sc2c1,3%,0%,?,0.2%,-6,7%,6%,?,-2%,-6%,0%
O=c1c2ccccc2[nH]c(=S)n1CCCN1CCOCC1,3%,0%,?,-0.8%,-5,13%,-3%,8%,-1%,-4%,-4%
COc1ccc(-c2nnnn2C)cc1S(=O)(=O)NCc1ccccc1,0%,1%,-1%,-0.8%,7,-5%,-17%,4%,-7%,-2%,·
CC(C)OCCCNC(=O)c1cc2c(=O)n(C)c3ccccc3c2n1C,1%,-5%,-4%,0.4%,6,10%,-3%,?,-3%,2%,17%
Cc1cc(C)c2ccc(C(=O)O)nc2c1O,-2%,1%,28%,-0.8%,4,4%,4%,-1%,-9%,5%,·
Cc1ccc(C)c(NC(=O)c2sc(Cl)nc2C)c1,-1%,6%,1%,-0.2%,18,-1%,-6%,3%,0%,-4%,-4%[46.1 µM]
CN(C)CCNc1c2c(nc3nnnn13)CCCC2,-2%,-1%,-13%,-1.1%,0,8%,0%,13%,-7%,-2%,10%
CCOc1ccc(NC(=O)Cc2ccc(S(=O)(=O)N3CCCCC3)cc2)cc1OCC,1%,·,1%,-1.0%,-13,-35%,2%,?,-2%,-2%,-6%
CCN(CC)C(=O)CSc1nc2ccccc2c(=O)n1CC,2%,3%,-14%,0.4%,-9,-2%,0%,-3%,-1%,-5%,1%
O=C(N/N=C/c1ccc(F)cc1)c1cc(-c2ccc3c(c2)OCO3)n[nH]1,-1%,2%,14%,-0.7%,-8,-17%,1%,6%,-1%,-23%,2%
CC1(c2cccs2)CC(c2cccs2)=C(C#N)C(=O)N1 (configuration not stated),1%,-2%,-10%,-0.4%,15,4%,·,-21%,-8%,-4%,6%
COc1ccc(C(=O)/C=C/Nc2ccc([N+](=O)[O-])cc2)cc1,4%,-1%,?,-1.0%,7,-11%,6%,?,1%,-10%,-6%[46.1 µM]
Cc1ccc(NC(=O)CC2NCCNC2=O)cc1Cl (configuration not stated),4%,-7%,3%,-0.1%,7,-3%,2%,21%,1%,-23%,2%
CN(C)C(=O)CSC1c2ccccc2C(=O)N1c1ccccc1 (configuration not stated),2%,1%,0%,-0.3%,26,5%,·,9%,-4%,2%,7%
CCCc1cc(-c2n[nH]c(=S)n2CC(C)C)cs1,3%,24%,?,-0.3%,-12,2%,5%,-1%,0%,-2%,1%[46.1 µM]
Cc1c(Cl)cccc1NC(=O)CCC(=O)NNC(=O)CCC(=O)O,-2%,-8%,-5%,-1.2%,-1,-3%,3%,0%,-4%,1%,-5%
O=C(CCC(=O)N1CCOc2ccccc21)N1CCOCC1,3%,-3%,-5%,-0.2%,10,?,13%,29%,1%,0%,2%
S=C(Nc1ccc(Cl)c(Cl)c1)N1CCCC1,1%,-12%,3%,-0.5%,-4,0%,-11%,2%,-3%,1%,-5%
CSCC(=O)N1CCc2ccc(NC(=O)c3ccccc3Cl)cc2C1,1%,3%,-14%,-0.8%,8,-1%,-9%,28%,-10%,0%,-3%
COC(=O)Nc1sc2c(c1C(N)=O)CCCCCC2,2%,1%,-1%,-0.2%,-1,7%,-4%,-9%,0%,-6%,-7%
CCOc1ccc(Cn2nnc(C(=O)NCc3ccccc3)c2N)cc1,?,0%,?,-0.2%,-10,-6%,1%,9%,-2%,?,-4%
COc1ccc(CC(=O)Nc2ccccc2-c2ccccc2)cc1OC,2%,-7%,4%,-0.2%,-3,-1%,·,-27%,0%,12%,-3%
COc1ccc(C2C3=C(N=C4SCC(=O)N42)c2ccccc2CC3)cc1OC (configuration not stated),1%,1%,-6%,0.3%,3,-3%,·,-1%,0%,-2%,7%
CCOC(=O)C1=C(CN2CCCCCC2)NC(=O)NC1c1cccc([N+](=O)[O-])c1 (configuration not stated),0%,5%,-1%,-0.1%,3,-6%,19%,-28%,0%,1%,-4%
O=C(NCc1ncc(C(F)(F)F)cc1Cl)Nc1ccccc1,0%,-8%,-2%,-0.3%,-2,2%,12%,-5%,-3%,0%,3%
CN(C)c1ccc(P(=O)(OCc2ccccc2)C(O)c2ccccc2F)cc1 (configuration not stated),-1%,9%,?,-0.1%,15,7%,3%,-23%,-1%,-2%,-1%
Cc1ccsc1/C=C/c1ccc2ccccc2n1,1%,-4%,?,0.5%,-3,10%,-5%,?,-2%,-1%,0%
COc1ccc(N=C2S/C(=C\c3ccc(C)o3)C(=O)N2CC(C)C)cc1,-6%,3%,-16%,-0.2%,-3,24%,2%,?,1%,-10%,-3%
COc1ccc(Cl)cc1NC(=S)N1CCN(S(C)(=O)=O)CC1,1%,-2%,7%,-1.1%,-3,8%,4%,8%,1%,-4%,1%
COc1ccc(/C=C/C(=O)OCC(=O)NCCNC(=O)COC(=O)/C=C/c2ccc(OC)cc2)cc1,1%,-3%,3%,-0.9%,-4,4%,12%,6%,·,0%,-6%
CC(=O)NC(c1ccc2ccccc2c1)c1ccc2cccnc2c1O (configuration not stated),-3%,1%,1%,4.3%,8,10%,-9%,?,-6%,-4%,5%
COC(=O)CSc1nnc(-c2ccoc2C)n1-c1ccc(OC)cc1,-4%,0%,-1%,0.0%,0,-3%,1%,-2%,-5%,-2%,5%
O=C(Cc1nc2ccccc2[nH]1)NCc1ccco1,3%,-5%,1%,0.1%,-5,16%,0%,0%,-3%,3%,-5%
Brc1ccc(N=Cc2ccccn2)cc1,5%,2%,4%,0.5%,4,1%,-1%,?,-6%,0%,4%
